# Assay outcomes as filed in PubChem BioAssay.
# TcdB inh – inhibitors of Clostridioides difficile toxin B glycohydrolase; P18177; TcdB glycohydrolase enzymatic assay, plate reader; inhibition, % at 9.99 µM; 350,000 tested, 0.24% active; in the data active means inhibition above about 10%
# * hit, by the source's call.
cpd | Compound | TcdB inh
1 | O=C(C[C@@H]1CC[C@H](NC(=O)c2ccc3c(c2)OCO3)[C@H](CO)O1)NCc1ccc(F)cc1 | -4.6
2 | Cc1ccccc1-c1ccc2c(c1)O[C@H](CN(C)C(=O)C1CC1)[C@H](C)CN([C@@H](C)CO)S2(=O)=O | 0.3
3 | C[C@@H]1CN([C@H](C)CO)C(=O)c2cc(NC(=O)C3CCCCC3)ccc2O[C@H]1CN(C)C(=O)Nc1ccc(C(F)(F)F)cc1 | -0.1
4 | CC(C)CC#Cc1cnc2c(c1)C(=O)N([C@@H](C)CO)C[C@@H](C)[C@@H](CN(C)Cc1cccc(F)c1)O2 | 0.8
5 | C[C@H](CO)N1C[C@H](C)[C@H](CN(C)Cc2cccnc2)Oc2cc(C3=CCCC3)ccc2S1(=O)=O | 0.4
6 | CCC(=O)Nc1ccc2c(c1)C(=O)N(C)[C@@H]1CC[C@H](CC(=O)O)O[C@@H]1CO2 | -0.9
7 | COc1cccc(-c2ccccc2[C@H]2[C@@H](C#N)N(C(=O)Cc3ccccc3)[C@H]2CO)c1 | 1.0
8 | O=C(c1cccnc1)N1CC(=O)N2[C@H](CO)[C@H](c3ccc(-c4cccnc4)cc3)[C@H]2C1 | 0.7
9 | O=C(C[C@@H]1CC[C@@H](NC(=O)Nc2ccccc2F)[C@H](CO)O1)NCc1ccc(F)cc1 | -0.3
10 | CCCCC1OC(CCc2ccccc2)CC2=C1C(=O)OC(C)(C)O2 (configuration not stated) | 0.2

# Further compounds
cpd | Compound | TcdB inh
11 | COc1ccccc1CNC(=O)C[C@@H]1CC[C@H]2[C@@H](COC[C@@H](O)CN2Cc2cccc(-c3ccncc3)c2)O1 | 0.7
12 | CCC(=O)N1[C@@H]2Cn3c(ccc(-c4cncnc4)c3=O)[C@H]1[C@@H](C(=O)N1CCc3ccccc3C1)[C@@H]2CO | 0.9
13 | C[C@H](CO)N1C[C@H](C)[C@H](CN(C)C(=O)C2CCC2)Oc2ncc(C#Cc3cccc(F)c3)cc2C1=O | -2.3
14 | CCNC(=O)C[C@@H]1CC[C@@H]2[C@@H](COc3ccc(NC(=O)Cc4cccs4)cc3C(=O)N2C)O1 | 0.1
15 | O=C(NCc1ccccc1)[C@H]1CCCN1C(=O)[C@H]1CCCN1C(=O)N1CCOCC1 | 1.2
16 | COc1ccc(S(=O)(=O)N(C)C[C@H]2OCCCC[C@H](C)Oc3ccc(NC(=O)c4ccncc4)cc3C(=O)N([C@H](C)CO)C[C@H]2C)cc1 | -0.2
17 | COc1ccc(-c2ccc([C@H]3[C@H](C#N)N(C(=O)c4cccnc4)[C@H]3CO)cc2)cc1 | 0.6
18 | COc1ccc(-c2cc(NC(=O)Cc3c(C)[nH]c4ccccc34)ccc2Nc2cccnc2)cc1F | 2.7
19 | CCCCCNC(=O)C1C(=O)Nc2ccccc2C(=O)N1C(C)(C)C (configuration not stated) | 0.7
20 | CC(C)NC(=O)Nc1ccc2c(c1)C(=O)N([C@@H](C)CO)C[C@@H](C)[C@@H](CN(C)C(=O)Nc1ccc(C(F)(F)F)cc1)O2 | 1.3

# The listing continues:
cpd | Compound | TcdB inh
21 | Cc1noc(C)c1S(=O)(=O)N(C)C[C@H]1Oc2ccc(NC(=O)Nc3ccc(F)cc3)cc2CC(=O)N([C@@H](C)CO)C[C@@H]1C | -3.2
22 | CCS(=O)(=O)Nc1ccc2c(c1)C(=O)N(C)[C@H]1CC[C@H](CC(=O)N[C@H]3CCN(Cc4ccccc4)C3)O[C@@H]1CO2 | -0.3
23 | Cc1cc(C(=O)Nc2cccc3c2O[C@H](CN(C)S(=O)(=O)c2cn(C)cn2)[C@H](C)CN([C@H](C)CO)C3=O)n(C)n1 | -0.2
24 | C/C=C/c1ccc2c(c1)O[C@@H](CN(C)S(=O)(=O)c1ccccc1)[C@@H](C)CN([C@@H](C)CO)S2(=O)=O | 0.4
25 | C[C@@H]1CCCCO[C@H](CN(C)C(=O)Nc2ccc(F)cc2)[C@H](C)CN([C@H](C)CO)C(=O)c2cc(NS(=O)(=O)c3ccccc3)ccc2O1 | -1.1
26 | O=C(O)C[C@H]1CC[C@@H]2[C@H](COC[C@@H](O)CN2S(=O)(=O)c2ccc(F)cc2)O1 | 1.1
27 | O=C(NCCN1CCC2(CC1)C(=O)NCN2c1ccccc1)c1cc(C(F)(F)F)ccc1C(F)(F)F | 0.4
28 | C[C@@H]1CN([C@H](C)CO)C(=O)CCCn2nncc2CO[C@@H]1CN(C)Cc1ccc2c(c1)OCO2 | -0.1
29 | NC(=O)NCC#Cc1ccc2c(c1)[C@]1(C(=O)N2)[C@H](c2ccc(O)cc2)N2[C@H](c3ccccc3)[C@H](c3ccccc3)OC(=O)[C@H]2[C@@H]1C(N)=O | 1.0
30 | COC(=O)C[C@H]1C=C[C@H](NS(=O)(=O)c2ccccc2F)[C@@H](CO)O1 | 0.2

# Next part.
cpd | Compound | TcdB inh
31 | COc1ccc(NC(=O)Nc2ccc3c(c2)CC(=O)N([C@@H](C)CO)C[C@@H](C)[C@@H](CN(C)S(C)(=O)=O)O3)cc1 | -0.5
32 | C[C@H]1CN([C@@H](C)CO)C(=O)c2cccc(NC(=O)c3nc4ccccc4s3)c2O[C@@H]1CN(C)CC1CC1 | -0.5
33 | C[C@H]1CN([C@@H](C)CO)C(=O)c2cc(-c3ccncc3)cnc2O[C@@H]1CN(C)C(=O)C1CCCCC1 | -0.2
34 | CC=Cc1ccc2n(c1=O)C[C@@H]1[C@@H](CO)[C@H](C(=O)NCCC)[C@H]2N1C(=O)c1ccncc1 (mixture of isomers) | 0.8
35 | C[C@H](NC(=O)N(C)C[C@@H]1OCc2ccccc2-c2ccccc2C(=O)N([C@@H](C)CO)C[C@@H]1C)c1ccccc1 | 0.6
36 | Cc1ccc(S(=O)(=O)N[C@@H]2C=C[C@@H](CC(=O)NCCc3ccncc3)O[C@@H]2CO)cc1 | -0.4
37 | O=C(c1ccccc1F)N1CC(=O)N2[C@@H](CO)[C@@H](c3ccc(C#Cc4ccccc4)cc3)[C@@H]2C1 | -0.8
38 | COCC(=O)N1[C@@H](C#N)[C@H](c2ccc(C#Cc3ccccc3F)cc2)[C@@H]1CO | -1.0
39 | O=C(NC1Cc2ccccc2C1)[C@H]1[C@H](CO)[C@H]2Cn3c(ccc(C4=CCCCC4)c3=O)[C@H]2N1CC1CC1 | 0.7
40 | CCCNC(=O)NC[C@H]1[C@H](c2ccc(C3=CCCCC3)cc2)[C@H](CO)N1C(C)=O | 0.0

# Carrying on.
cpd | Compound | TcdB inh
41 | C[C@@H]1CN([C@@H](C)CO)C(=O)Cc2cc(NC(=O)Cc3cn(C)c4ccccc34)ccc2O[C@H]1CN(C)Cc1ccc(C(F)(F)F)cc1 | -0.2
42 | O=C(C[C@@H]1CC[C@H]2NC[C@H](O)COC[C@@H]2O1)NC1Cc2ccccc2C1 | 2.4
43 | O=C(Nc1cccc(F)c1)N[C@@H]1CC[C@H](CCNS(=O)(=O)c2cccc(Cl)c2)O[C@H]1CO | -0.1
44 | NCC[C@H]1CC[C@@H](NC(=O)Nc2ccc(F)cc2)[C@H](CO)O1 | -1.5
45 | CCC(=O)N1[C@@H]2CN(C(=O)c3ccc4c(c3)OCO4)c3ccccc3[C@@H]2[C@@H]1CO | -0.2
46 | CCCC(=O)Nc1ccc2c(c1)C(=O)N(C)[C@H]1CC[C@H](CC(=O)NCc3cccc(F)c3)O[C@H]1CO2 | 0.0
47 | CO[C@H]1CN(C)C(=O)c2cc(NC(=O)C3CC3)ccc2OC[C@H](C)N(Cc2cc(F)ccc2F)C[C@@H]1C | 1.0
48 | CS(=O)(=O)N1Cc2cc(Br)ccc2-n2nncc2C1 | 0.4
49 | C[C@H](CO)N1C[C@H](C)[C@@H](CN(C)S(C)(=O)=O)Oc2cc(-c3cccc(F)c3)ccc2S1(=O)=O | 1.2
50 | O=C(Cc1ccccc1)N1CC[C@@H]2[C@H]1c1cc(C#Cc3ccccc3)ccc1N[C@@H]2CO | -0.5

# More compounds.
cpd | Compound | TcdB inh
51 | COCC(=O)Nc1ccc2c(c1)OC[C@H](C)N(C(=O)COC)C[C@@H](C)[C@@H](OC)CN(C)C2=O | -0.3
52 | COCC(=O)N1CC2(C1)[C@@H](c1ccccc1)[C@@H](CO)N2Cc1ccccc1OC | 0.2
53 | C/C=C/c1ccc2c(c1)O[C@H](CN(C)C(=O)Cc1cccnc1)[C@@H](C)CN([C@@H](C)CO)S2(=O)=O | 0.2
54 | COC(=O)C1=C(C)N(Cc2ccccc2C(F)(F)F)C(=NCc2cc(OC)c(OC)c(OC)c2)NC1c1cccc(C(F)(F)F)c1 (configuration not stated) | 1.6
55 | COc1ccc(NC(=O)Nc2cccc3c2O[C@H](CN(C)S(=O)(=O)c2cn(C)cn2)[C@H](C)CN([C@@H](C)CO)C3=O)cc1 | -0.9
56 | C[C@H]1CN([C@@H](C)CO)C(=O)c2cccc(NC(=O)c3nc4ccccc4s3)c2O[C@@H]1CN(C)Cc1ccc2c(c1)OCO2 | 0.6
57 | C[C@@H]1CN([C@@H](C)CO)C(=O)CCCn2cc(nn2)CO[C@H]1CN(C)Cc1ccc2c(c1)OCCN2C | -2.0
58 | O=C(NCC[C@H]1CC[C@@H](NC(=O)C2CC2)[C@@H](CO)O1)c1cnccn1 | -0.9
59 | COc1ccc(S(=O)(=O)Nc2ccc3c(c2)C(=O)N([C@@H](C)CO)C[C@H](C)[C@@H](CN(C)S(=O)(=O)c2ccc(OC)cc2)O3)cc1 | 0.3
60 | Cc1ccc(S(=O)(=O)N(C)C[C@H]2Oc3ccc(NC(=O)Nc4ccc(C(F)(F)F)cc4)cc3CC(=O)N([C@@H](C)CO)C[C@H]2C)cc1 | -0.4

# The listing continues.
cpd | Compound | TcdB inh
61 | O=C(C[C@H]1C[C@H]2c3cc(NC(=O)Cc4ccncc4)ccc3O[C@H]2[C@@H](CO)O1)NCCc1ccccc1 | 0.3
62 | C[C@H](CO)N1C[C@H](C)[C@@H](CN(C)Cc2cccc(C(=O)O)c2)Oc2ncc(C#CCN(C)C)cc2C1=O | 0.8
63 | C[C@@H]1CN([C@@H](C)CO)C(=O)Cc2cc(NC(=O)C3CC3)ccc2O[C@@H]1CN(C)C(=O)Nc1ccc(F)cc1 | -2.6
64 | Cc1ccc[n+](C2=C([O-])c3ccccc3C(=O)C2=O)c1 | 0.8
65 | CCC(=O)N1CC(=O)N2[C@H](C1)[C@H](c1ccc(C#Cc3cccnc3)cc1)[C@@H]2CO | -0.7
66 | C[C@@H]1CN([C@H](C)CO)C(=O)c2cccc(NC(=O)Nc3cccc4ccccc34)c2O[C@@H]1CN(C)Cc1ccc(C(=O)Nc2ccccc2N)cc1 | 1.3
67 | C[C@@H]1CCCCO[C@@H](CN(C)C(=O)CCCN(C)C)[C@@H](C)CN([C@@H](C)CO)C(=O)c2cc(NS(=O)(=O)c3ccccc3)ccc2O1 | -1.1
68 | Cc1ccc(S(=O)(=O)N[C@@H]2CC[C@@H](CC(=O)N3CCC(Cc4ccccc4)CC3)O[C@H]2CO)cc1 | 0.0
69 | O=C(NCCCN1CCOCC1)[C@@H]1N[C@@H]2c3ccc(C4=CCCC4)c(=O)n3C[C@@H]2[C@H]1CO | 0.7
70 | CCCC#Cc1cnc2c(c1)C(=O)N([C@H](C)CO)C[C@H](C)[C@H](CN(C)C(=O)c1cccnc1)O2 | 0.8

# (more compounds)
cpd | Compound | TcdB inh
71 | N#Cc1ccc(-c2ccc3c(c2)[C@H]2[C@H](CCN2Cc2ccc4c(c2)OCO4)[C@H](CO)N3)cc1 | 0.6
72 | CN(C)CC(=O)N1CC2(C1)[C@H](c1ccccc1)[C@H](CO)N2S(C)(=O)=O | 0.1
73 | COc1ccc(C#Cc2ccc([C@@H]3[C@H]4CN(S(=O)(=O)c5ccccc5)CCCCN4[C@H]3CO)cc2)cc1 | -1.1
74 | O=C(C[C@H]1C=C[C@H](NS(=O)(=O)c2ccccc2)[C@@H](CO)O1)NCc1ccccc1F | -7.3
75 | O=C(C[C@@H]1CC[C@@H](NS(=O)(=O)c2ccccc2)[C@H](CO)O1)N1CCc2ccccc2C1 | 0.5
76 | C[C@H](NC(=O)C[C@@H]1C=C[C@H](NC(=O)C2CCC2)[C@@H](CO)O1)c1ccccc1 | -2.3
77 | O=C(C[C@@H]1C[C@@H]2c3cc(NC(=O)Nc4ccccc4F)ccc3O[C@@H]2[C@@H](CO)O1)NCC1CC1 | 1.2
78 | CN(C)CC(=O)N[C@@H]1CC[C@H](CC(=O)NCc2ccc(Cl)cc2)O[C@@H]1CO | -8.7
79 | C[C@H]1CCCCO[C@H](CN(C)C(=O)Nc2ccc(C(F)(F)F)cc2)[C@@H](C)CN([C@@H](C)CO)C(=O)c2cc(NC(=O)Nc3cccc4ccccc34)ccc2O1 | 1.3
80 | O=C(C[C@H]1CC[C@H]2[C@@H](COC[C@@H](O)CN2C(=O)Cc2ccccc2)O1)NC1CCCC1 | 0.0

# Next entries.
cpd | Compound | TcdB inh
81 | CCC(=O)N1C[C@H](C)[C@@H](OC)CN(C)C(=O)c2cc(NC(=O)Nc3ccc(Cl)cc3)ccc2OC[C@@H]1C | 1.4
82 | CN1CCN(C(=O)C[C@H]2CC[C@@H]3[C@H](COC[C@H](O)CN3C(=O)Nc3ccc(F)cc3)O2)CC1 | 0.2
83 | Cn1cnc(S(=O)(=O)N2C[C@@H](O)COC[C@H]3O[C@H](CC(=O)NCc4ccc(F)cc4)CC[C@@H]32)c1 | 0.5
84 | O=C(C[C@H]1C[C@@H]2c3cc(NC(=O)C4CCOCC4)ccc3O[C@@H]2[C@@H](CO)O1)NC1CCCC1 | 0.1

# A portion of the library (hit frequency here may not be typical).
